IDH1 R132H inh = blocks human mutant IDH1 R132H enzyme; Potency, µM (top dose mostly 76.6 µM), for inactives: at the top dose activity change, negative = inhibition, most hits filed as inhibitors; O75874; hit rate 0.093% among 390,000; IDH1-R132H enzyme, NADPH consumption, diaphorase/resazurin fluorescence; note: potency is the fitted concentration of half-maximal effect; % is set by controls: 0 for no effect and ±100 for the full control effect; nearly all actives have a fitted effect of over 65% in size
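IDH1-R132H (0.5 ug/mL) preincubated 30 min with compound, then NADPH (0.016 mM) and alpha-KG (2 mM) added; 80 min at RT, pH 7.5. Remaining NADPH coupled via diaphorase/resazurin to fluorescence (540/590 nm); concentration-response curves normalized to no-enzyme control.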
Pin1 inh = human Pin1 inhibition | Q13526 | Pin1 FP peptide displacement, HiFluor488, 10 min | Potency, µM (series often up to 115 µM), for the others: at the top dose activity, negative = inhibition, hits mostly inhibitors | hit rate 0.009% among 390,000; active = well fitted inhibition curve with a large enough effect in the polarisation, with a control signal flat, not every such curve was filed as active; inconclusive = small, poorly fitted or top-dose-only effect, or effect the other way, or a change in a side signal; inactive = no such curve, though single readings can be large or run the other way; the % refers to the polarisation; note: potency is the fitted concentration of half-maximal effect; % is set by controls: 0 for no effect and ±100 for the full control effect
Target sequence (Q13526 whole entry, looked up): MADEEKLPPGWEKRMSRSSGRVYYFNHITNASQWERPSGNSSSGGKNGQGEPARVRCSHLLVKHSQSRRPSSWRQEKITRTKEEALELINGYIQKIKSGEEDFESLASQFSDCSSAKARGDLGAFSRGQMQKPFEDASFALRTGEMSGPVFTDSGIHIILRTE
USP1 inh = inhibitors of human USP1/UAF1 deubiquitinase; O94782; recombinant USP1/UAF1, Ub-Rhodamine cleavage fluorescence; Potency, µM (highest dose often 57.1 µM), for the others: at the highest dose activity change, negative = inhibition, most hits filed as inhibitors; hit rate 0.23% among 390,000; AID 743255; note: potency is the fitted concentration of half-maximal effect; % is set by controls: 0 for no effect and ±100 for the full control effect; nearly all actives have a fitted effect of over 60% in size; inactives centre near -12
Target sequence (O94782 whole entry, looked up): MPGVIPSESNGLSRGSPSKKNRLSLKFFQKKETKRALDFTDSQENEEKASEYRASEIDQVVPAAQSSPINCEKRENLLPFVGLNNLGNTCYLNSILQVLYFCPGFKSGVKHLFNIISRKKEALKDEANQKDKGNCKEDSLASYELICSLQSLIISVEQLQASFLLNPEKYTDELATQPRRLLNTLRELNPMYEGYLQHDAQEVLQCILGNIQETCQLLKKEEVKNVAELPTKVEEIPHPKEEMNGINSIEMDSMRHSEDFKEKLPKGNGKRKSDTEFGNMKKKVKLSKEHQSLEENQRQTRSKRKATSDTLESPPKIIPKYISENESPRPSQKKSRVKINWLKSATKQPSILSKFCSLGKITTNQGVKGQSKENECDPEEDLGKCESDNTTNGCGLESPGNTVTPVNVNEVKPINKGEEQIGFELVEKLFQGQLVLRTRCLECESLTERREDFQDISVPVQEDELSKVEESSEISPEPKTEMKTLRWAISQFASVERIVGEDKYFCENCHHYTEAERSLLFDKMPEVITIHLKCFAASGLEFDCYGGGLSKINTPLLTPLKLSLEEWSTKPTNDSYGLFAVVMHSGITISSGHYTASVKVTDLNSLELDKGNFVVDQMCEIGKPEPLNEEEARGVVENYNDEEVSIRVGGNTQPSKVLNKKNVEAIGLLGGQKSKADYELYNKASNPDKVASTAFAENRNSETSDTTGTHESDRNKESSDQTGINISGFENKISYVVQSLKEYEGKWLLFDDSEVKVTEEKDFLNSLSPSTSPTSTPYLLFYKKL
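In this screen, compounds sit with the deubiquitinase complex (1nM) for 15 min at room temperature before Ub-Rho is added at 150nM final. Fluorescence rise is then followed for 6 reads every 60 seconds.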
TrxR1 inh = rat TrxR1 inhibition; hit rate 1% among 390,000; Potency, µM (highest dose often 114 µM), for the others: at the top dose activity change, negative = inhibition, hits mostly inhibitors; AID 588453; recombinant rTrxR1, NADPH fluorescence consumption, selenite substrate; note: potency is the fitted concentration of half-maximal effect; % is set by controls: 0 for no effect and ±100 for the full control effect; nearly all actives have a fitted effect of over 65% in size
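Rat TrxR1 (90 nM in the dispensed reagent) was pre-reduced with 400 uM NADPH for 5 min at room temperature, then incubated with compound for 15 min. After 400 uM selenite was added, NADPH fluorescence (Ex 340/Em 450 nm) was followed for 8 min.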
D2 agonist = agonists of human D2 dopamine receptor. P14416. HEK293 T-REx D2 cells, calcium flux agonist mode. activation, % at 2 µM. hit rate 0.53% among 340,000;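 active = activation over 3 SD above normal in the single-dose calcium agonist read, cut at about 30% in these data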; note: 0% is about no effect
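HEK293 Trex D2 cells, tetracycline-induced, o/n 30 C 5% CO2; no-wash Ca dye, RT 30–90 min; 10-cycle baseline, 23 nl cpd added, kinetic Ca read 180 s; agonist hits = positive Ca response.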
TRHR agonist = activates the human TRH receptor | TRHR cells, calcium flux fluo-8, FDSS agonist mode | activation, % at 2 µM | hit rate 0.18% among 360,000 | AID 493084; in the data active = activation above about 30%; note: 0% is about no effect
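TRHR-expressing cells loaded with fluo-8 calcium dye; 23 nL library compound pin-transferred, kinetic FDSS fluorescence (Ex 480/Em 530) recorded about 180 s for agonist-induced calcium release, before a 10 nM TRH EC20 addition for potentiator mode.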
TrxR1 substrate = rat thioredoxin reductase 1 substrate activity; O89049; purified TrxR1 substrate turnover, NADPH consumption readout; Potency, µM (top dose mostly 114 µM), without a hit: top-dose activity change, negative = substrate turnover; AID 588456; hit rate 0.01% among 390,000; note: potency is the fitted concentration of half-maximal effect; % is set by controls: 0 for no effect and ±100 for the full control effect; nearly all actives have a fitted effect of over 50% in size
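Rat TrxR1, dispensed at 90 nM, was prereduced with 400 uM NADPH (final) for 5 min at ~22 deg C, then incubated with compound 15 min before 400 uM selenite. A first-read NADPH fluorescence drop versus no-compound background flagged substrates.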
TRHR PAM = allosteric enhancers of human TRH receptor; enhancement, % at 2 µM; hit rate 0.66% among 360,000; TRHR cells, fluo-8 calcium fluorescence, EC20 TRH enhancement; P34981; in the data active = enhancement above about 30%; note: 0% is about no effect
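TRHR-expressing cells loaded with fluo-8 calcium dye were read kinetically (ex 480/em 530) during compound addition, then stimulated with an EC20 of TRH (10 nM final). Enhancement of the Gq-mediated intracellular calcium response was scored.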
D2 antag = antagonizes the human D2 dopamine receptor | P14416 | HEK293 TREx D2 cells, calcium flux, dopamine EC80 | inhibition, % at 10 µM | hit rate 2% among 340,000 | AID 485344; in the data active = inhibition above about 30%; note: 0% is about no effect
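Inhibition of EC80 dopamine-driven calcium flux, recorded kinetically, defines activity here; cells are a tetracycline-induced HEK293 T-REx line expressing force-coupled D2.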
Numbers without * were called inactive; ? = inconclusive; · = not tested or not shown; [ ] = another dose, or the depositor's remark. Unless noted, calls come from the whole dose curve; as a rule, active = well fitted inhibition curve with a large enough effect; inconclusive = small, poorly fitted or top-dose-only effect; inactive = no such curve, though single readings can be large or run the other way. The list is partial; count on the stated rates, not on these rows.

cpd	Molecule	IDH1 R132H inh	Pin1 inh	USP1 inh	TrxR1 inh	D2 agonist	TRHR agonist	TrxR1 substrate	TRHR PAM	D2 antag
1	CCOP(=O)(OCC)c1nc(/C=C/c2ccccc2)oc1NCc1ccccc1	2%	-5%	-19%	151%[activator][57.1 µM]	-0.4	-0.5	506%[activator][57.1 µM]	-7	-6
2	CC1CCN(C(=O)C2CCN(S(=O)(=O)c3ccc4c(c3)CC(C)N4C(=O)C3CC3)CC2)CC1 (stereo unspecified)	0%	0%	3%	4%	-0.1	-1.7	-1%	-3	3
3	CC(C)Cn1c(=O)c2ccccc2n2c(CCC(=O)N3CCN(c4ccccc4)CC3)nnc12	6%	5%	?	9%	·	0.6	1%	-3	·
4	O=C(O)c1ccc(SCc2cnc(Cl)s2)cc1	-7%	-3%	-20%	33%[57.1 µM]	0.2	-0.1	15%[57.1 µM]	0	11
5	O=C(CNC(=O)c1cccs1)N=Nc1c(O)[nH]c2ccc(Br)cc12	-4%	2%	-27%	17%	-0.2	-0.9	-3%	20	-10
6	CCOC(=O)c1cn2nc(-c3ccc(OCC)cc3)cc2nc1C1CCN(C(=O)OC(C)(C)C)CC1	-7%	4%	-17%	58%[activator]	0.4	-0.2	47%[activator]	9	-4
7	Cc1c2c(nc3ccccc13)CC(C)(C)CC2=O	0%	-8%	-17%	3%[57.1 µM]	-0.7	-0.8	7%	2	-2
8	COC(=O)c1cc(N=Cc2c(O)c3ccccc3oc2=O)cc(C(=O)OC)c1	-8%	3%	-6%	21%[2.29 µM]	-0.9	0.0	12%	0	-1
9	CCCCn1c(N)c(N(CCOC)C(=O)c2ccc(N(C)S(=O)(=O)c3ccc(C)cc3)cc2)c(=O)[nH]c1=O	0%	-7%	-15%	7%[57.1 µM]	-0.7	0.3	4%[57.1 µM]	-5	-8
10	CN(C)S(=O)(=O)c1ccc(Cl)c(NC(=O)COC(=O)CNC(=O)c2ccco2)c1	2%	-3%	-11%	2%	-1.5	0.9	4%	7	5
11	CCOC(=O)C1=CN(Cc2cccc(F)c2)S(=O)(=O)N(CC)C1c1ccc(F)c(Cl)c1 (stereo unspecified)	7%[38.3 µM]	-2%	-13%	31%	·	·	-1%	·	·
12	COc1ccc(CCNC(=O)CCCCn2c(=O)c3ccccc3n(Cc3ccc(Cl)cc3)c2=O)cc1OC	-8%	19%	-10%	21%	-0.1	-0.8	-3%	-32	·
13	O=C1c2ccccc2C(=O)N1c1ccc(Cl)cn1	-1%	1%	-1%	35%[57.1 µM]	0.4	0.1	11%[57.1 µM]	-7	-8
14	C/C(=C\C(=O)c1ccccc1)NNc1nc2ccccc2s1	0%	7%	-15%	7%	-0.3	0.3	3%	-1	21
15	Cc1c(C)n2c(SCC(=O)N3CCCCCC3)nnc2[nH]c1=O	3%	-1%	-20%	3%[57.1 µM]	1.7	0.1	0%[57.1 µM]	1	-12
16	O=C(CN1C(=O)NC(c2ccccc2)(c2ccccc2)C1=O)N1CCN(c2ccccc2F)CC1	-17%	23%	-16%	34%	0.1	-0.3	-1%	6	-2
17	CCn1c(-c2cccnc2Cl)nc2cc(Cl)c(Cl)cc21	6%	6%	-6%	9%	·	0.0	5%	-12	·
18	COc1cccc(N2CCN(S(=O)(=O)c3cc4c(cc3C)N(C)CCO4)CC2)c1	-4%	3%	-1%	3%[57.1 µM]	-0.6	-0.3	6%[57.1 µM]	3	-8
19	CCOC(=O)N1CCN(C(=O)/C=C/c2ccc(C(C)(C)C)cc2)CC1	1%	-4%	-5%	14%	0.5	-1.5	9%[57.1 µM]	3	-1
20	Cc1ccc2c(c1)Cc1c(nc(-c3ccc(Cl)cc3)nc1SCC(=O)N1CCCCC1)O2	9%	-10%	4%	12%	0.1	1.8	-4%	1	·
21	COC(=O)c1ccc(C(=O)NC2CCSc3ccccc32)cc1 (stereo unspecified)	0%	2%	-15%	17%	0.0	-0.4	9%	-10	2
22	Cc1c(Cl)cccc1NC(=O)c1cc(S(=O)(=O)N2CCOCC2)cn1C	3%	1%	-8%	6%[57.1 µM]	-0.2	0.2	6%[57.1 µM]	1	1
23	COc1ccc(CNC(=O)c2cn(-c3cccc(OC)c3)c(=O)c3ccccc23)cc1	-11%	-5%	-1%	8%	-0.8	-0.1	13%[11.4 µM]	15	·
24	COc1ccc(NC(=O)Cn2c(=O)c3cccn3c3ccccc32)cc1	-13%	24%	9%	10%	-0.1	0.2	-2%	-7	·
25	CS(=O)(=O)c1ccc(Cl)c(NC(=O)c2cccc(N3C(=O)CCC3=O)c2)c1	7%	4%	-9%	-8%	·	0.3	-7%	-2	·
26	COC(=O)c1ccc(C2C(C#N)=C(N)Oc3cc(N)ccc32)cc1 (stereo unspecified)	8%	15%	-9%	1%	-0.7	0.5	-2%	-9	0
27	O=Cc1ccc(-c2ccc(C(=O)O)cc2)o1	-16%	1%	-8%	17%[57.1 µM]	1.0	0.5	4%[57.1 µM]	6	-5
28	O=C(c1ccc(Cl)s1)N1CCOCC1	3%	0%	-9%	21%	0.0	0.4	9%	-6	-7
29	O=C(CSCc1cnn(-c2ccccc2)c1-n1cccc1)NCc1ccc(F)cc1	-4%	40%[activator]	-10%	-13%	-1.0	0.1	-7%	8	·
30	CN(c1ccc(C(=O)N2CCCCC2)cc1)S(=O)(=O)c1cccs1	-8%	0%	-3%	17%	1.2	1.3	1%	-4	-4
31	CCC(C(=O)NCc1ccc(F)cc1)n1nc(C)n2c(cc3occc32)c1=O (stereo unspecified)	-9%	-11%	-27%	-11%	·	-0.5	-11%	-1	·
32	O=C(C1CCN(S(=O)(=O)c2cccc3cccnc23)CC1)N1CCN(c2ccccc2)CC1	0%	1%	-24%	9%	·	-0.2	2%	-5	·
33	CN(C)C(=O)c1coc2nc3ccccc3nc12	7%	-3%	-16%	-16%[57.1 µM]	12	0.6	77%	-4	-1
34	COc1ccc(OC)c(CNC(=O)CCN2C(=O)COc3ccccc32)c1	6%	0%	3%	21%	0.3	-0.1	10%	0	-6
35	COc1ccc(NC(=O)[C@H](Cc2c[nH]c3ccccc23)NC(=O)[C@@H]2Cc3ccccc3CN2)cc1	-12%	10%	-14%	29%	0.8	0.9	4%	5	-8
36	O=C1CC(c2ccccc2Cl)Cc2c1cnn2-c1nc2ccccc2s1 (stereo unspecified)	·	·	·	·	23	0.1	·	0	-2
37	CCN1CCN(S(=O)(=O)c2ccc3ccccc3c2)CC1	9%	0%	-16%	11%	0.4	-0.5	11%	16	-5
38	Cc1ccc(S(=O)(=O)N(CC(=O)N2CCOCC2)c2ccccc2F)cc1	-3%	-6%	-13%	7%[57.1 µM]	2.2	0.4	1%[57.1 µM]	-10	9
39	COc1cccc2cc(-c3nnc(SCC(=O)Nc4ccc(NC(C)=O)cc4)n3C)oc12	-10%	9%	-16%	18%	0.1	0.4	7%	-1	-11
40	COc1ccc(-c2cc(C(=O)O)sc2C)cc1	1%	-5%	-12%	24%[57.1 µM]	-0.2	-0.3	4%[57.1 µM]	1	-11
41	Cc1ccc(Cc2nc3ccccc3nc2SCC(=O)N2CCc3ccccc32)cc1	-5%	2%	-27%	35%[57.1 µM]	·	0.4	7%[57.1 µM]	0	·

Entries of single compounds, quoted from the list. Values in the order: IDH1 R132H inh, Pin1 inh, USP1 inh, TrxR1 inh, D2 agonist, TRHR agonist, TrxR1 substrate, TRHR PAM, D2 antag
Listed for `O=C(C1CCN(S(=O)(=O)c2cccc3cccnc23)CC1)N1CCN(c2ccccc2)CC1` → 0%, 1%, -24%, 9%, ·, -0.2, 2%, -5, ·
Listed for `O=Cc1ccc(-c2ccc(C(=O)O)cc2)o1` → -16%, 1%, -8%, 17%[57.1 µM], 1.0, 0.5, 4%[57.1 µM], 6, -5

7 entries already listed, ordered by heavy-atom count, low to high:
cpd	Molecule	IDH1 R132H inh	Pin1 inh	USP1 inh	TrxR1 inh	D2 agonist	TRHR agonist	TrxR1 substrate	TRHR PAM	D2 antag
28	O=C(c1ccc(Cl)s1)N1CCOCC1	3%	0%	-9%	21%	0.0	0.4	9%	-6	-7
26	COC(=O)c1ccc(C2C(C#N)=C(N)Oc3cc(N)ccc32)cc1 (stereo unspecified)	8%	15%	-9%	1%	-0.7	0.5	-2%	-9	0
38	Cc1ccc(S(=O)(=O)N(CC(=O)N2CCOCC2)c2ccccc2F)cc1	-3%	-6%	-13%	7%[57.1 µM]	2.2	0.4	1%[57.1 µM]	-10	9
31	CCC(C(=O)NCc1ccc(F)cc1)n1nc(C)n2c(cc3occc32)c1=O (stereo unspecified)	-9%	-11%	-27%	-11%	·	-0.5	-11%	-1	·
29	O=C(CSCc1cnn(-c2ccccc2)c1-n1cccc1)NCc1ccc(F)cc1	-4%	40%[activator]	-10%	-13%	-1.0	0.1	-7%	8	·
41	Cc1ccc(Cc2nc3ccccc3nc2SCC(=O)N2CCc3ccccc32)cc1	-5%	2%	-27%	35%[57.1 µM]	·	0.4	7%[57.1 µM]	0	·
39	COc1cccc2cc(-c3nnc(SCC(=O)Nc4ccc(NC(C)=O)cc4)n3C)oc12	-10%	9%	-16%	18%	0.1	0.4	7%	-1	-11
